5HT1a ag: activates the human 5-HT1a serotonin receptor; P08908; CHO 5-HT1a Ga15 NFAT-bla reporter, FRET ratio; 0% basal, 100% maximal reference agonist; activation, % at 10 µM; hit rate 0.56% among 65,000; AID 567;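 active = activation above the screen-wide mean activation plus 3 SD, cut at about 19% in these data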;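 note: 0% = DMSO wells and 100% = 5-CT at EC100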
5HT1a antag: antagonists of human 5-HT1a serotonin receptor; CHO 5-HT1a Ga15 NFAT-bla reporter, antagonist mode; P08908; hit rate 0.68% among 62,000; inhibition, % at 10 µM; AID 612;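 active = inhibition above the mean of all tested compounds plus 3 SD, cut at about 43% in these data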;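 note: receptor stimulated by 5-CT agonist at 100 nM near EC80; beta-lactamase reporter measured by ratiometric fluorescence of a cleavable substrate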
MMP13 inh: inhibitors of human MMP13; inhibition, % at 4 µM; MMP-13 fTHP FRET cleavage, Mca fluorescence; AID 570; P45452; hit rate 0.07% among 65,000;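 active = inhibition above the mean of compound-free control plate wells plus 3 SD, cut at about 14% in these data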;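 note: 0% = DMSO wells and 100% = wells with reference MMP-13 inhibitor after basal subtraction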
NADH enzymes: inhibitors of enzymes used to reach an NAD/NADH endpoint; coupled PK/LDH NADH assays, four targets; IC50, µM (top dose mostly 10 µM), inactives show at the highest dose inhibition; hit rate 0.02% among 65,000; AID 774;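 active = single-dose screening hits from any of four coupled enzyme assays that gave an IC50 when retested across doses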;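 note: the DPM-DC format reads NADH fluorescence rather than 340 nm absorbance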
SF-1 act: activates the human nuclear receptor SF-1; hit rate 1.9% among 65,000; Q13285; activation, % at 10 µM; CHO-K1 Gal4-SF-1 LBD luciferase reporter; % increase over DMSO SF-1-specific signal;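 active = activation above the mean activation of all tested compounds plus 3 SD, cut at about 50% in these data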
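Compound – one dose, 10 µM compound, 1% DMSO · Test system – transient Gal4-SF-1 LBD reporter, CHO-K1 · Input – 4,000 cells in each well · Read-out basis – percent activation relative to DMSO median and mock-transfected background · Replicates – single measurement per compound · Technique – steady-glow luciferase luminescence, read after 15 min reagent incubation · Timing – 20 h compound treatment, 37 °C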
5HT1E ag: activates the human 5-HT1E serotonin receptor. CHO 5-HT1E Ga15 NFAT-bla reporter, FRET; 0% DMSO wells, 100% control agonist wells. activation, % at 6 µM. hit rate 0.69% among 65,000;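 active = activation above a set limit, the screen-wide mean activation plus 3 SD, cut at about 8.5% in these data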;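 note: 100% = positive control agonist at 1 µM giving full maximal response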
Target sequence (P28566 whole entry, looked up): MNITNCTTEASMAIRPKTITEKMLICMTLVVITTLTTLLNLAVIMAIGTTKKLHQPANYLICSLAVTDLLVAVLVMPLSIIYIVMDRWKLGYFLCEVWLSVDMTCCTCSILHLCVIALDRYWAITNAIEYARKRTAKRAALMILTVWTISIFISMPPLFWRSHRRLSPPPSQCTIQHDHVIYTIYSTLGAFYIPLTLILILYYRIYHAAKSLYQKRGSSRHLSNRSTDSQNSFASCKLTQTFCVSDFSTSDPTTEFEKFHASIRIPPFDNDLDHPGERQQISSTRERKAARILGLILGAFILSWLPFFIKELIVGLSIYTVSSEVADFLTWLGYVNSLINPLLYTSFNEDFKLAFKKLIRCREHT
5HT1E antag: 5-HT1E (human) receptor antagonism; P28566; CHO 5-HT1E Ga15 NFAT-bla reporter, FRET, antagonist; inhibition, % at 6 µM; hit rate 0.99% among 65,000;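 active = inhibition above a set limit, the mean inhibition across every tested compound plus 3 SD, cut at about 29% in these data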;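 note: signal is the 460 over 535 nm emission ratio of beta-lactamase substrate; 0% = agonist plus DMSO wells and 100% = wells without agonist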
Ecoli tolC: growth inhibitors of E. coli BW25113 tolC mutant | OD615 | growth inhibition, % at 10 µM (by protocol) | hit rate 2.2% among 65,000 | AID 573;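 active = growth inhibition at or above a cutoff equal to the mean over every tested compound plus 3 SD, cut at about 60% in these data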;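 note: growth measured after 20 h incubation at 37 °C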
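Doses: one dose of 10 µM final / Material: E. coli BW25113 ΔtolC::kan, tolC deletion mutant strain / Buffer or medium: LB with kanamycin 50 µg/mL / Evaluation: percent growth inhibition / Detection: optical density read at 615 nm / Incubation: 37 °C, 20 h exposure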
RORa activator: RORA (human) activation; P35398; CHO-K1 Gal4-RORA LBD luciferase reporter, luminescence; percent increase over mock-subtracted basal signal; activation, % at 10 µM; hit rate 1.5% among 65,000;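 active = activation above the mean of all tested compounds plus 3 SD, cut at about 49% in these data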;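 note: 0% = DMSO-treated RORA cells and 100% = added signal equal to DMSO minus mock-transfected cells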
Target sequence (P35398 whole entry, looked up, the tested form may be a part): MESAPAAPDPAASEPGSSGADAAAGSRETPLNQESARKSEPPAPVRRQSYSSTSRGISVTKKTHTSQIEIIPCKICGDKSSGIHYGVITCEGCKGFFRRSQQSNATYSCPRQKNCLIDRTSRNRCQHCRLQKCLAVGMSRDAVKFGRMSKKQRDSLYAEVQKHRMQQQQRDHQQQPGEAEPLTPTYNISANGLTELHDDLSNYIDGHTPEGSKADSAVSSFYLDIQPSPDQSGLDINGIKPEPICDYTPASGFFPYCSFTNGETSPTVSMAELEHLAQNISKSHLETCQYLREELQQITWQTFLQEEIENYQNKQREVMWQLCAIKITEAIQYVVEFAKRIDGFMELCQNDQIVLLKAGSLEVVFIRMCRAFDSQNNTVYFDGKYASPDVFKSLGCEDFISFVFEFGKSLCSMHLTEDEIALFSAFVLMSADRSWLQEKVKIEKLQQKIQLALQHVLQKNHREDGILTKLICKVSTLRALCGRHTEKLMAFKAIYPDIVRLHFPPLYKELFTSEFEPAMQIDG
* = called active by the depositor; · = not tested or not shown.

SMILES	5HT1a ag	5HT1a antag	MMP13 inh	NADH enzymes	SF-1 act	5HT1E ag	5HT1E antag	Ecoli tolC	RORa activator
Cc1ccc(F)c(NC(=O)C2CCCCC2C(=O)O)c1 (centres undefined)	1.3	-10	3	3%	4	0.1	-1	1	-11
C[N+]1=C2CCCCCN2C(O)(c2ccccc2)C1 (centres undefined)	20*	-2	-6	5%	2	51*	-3	-9	-1
O=C(CSc1nnc(-c2ccco2)o1)c1ccccc1	-5.5	2	2	2%	12	-1.2	4	3	14
Cc1ccc(NC(=O)CSc2nc3nc(C)cc(C)c3c(=O)[nH]2)cc1	0.7	-6	4	3%	-3	1.0	-2	48	-5
COc1c(Br)cc(Br)cc1/C=N/n1c(C)nnc1C	-3.1	-6	6	6%	-1	-0.3	21	3	-10
O=P(O)(c1ccccc1)c1ccccc1O	-0.3	·	-4	5%	-1	1.9	-6	8	-10
O=C(Nn1cnnc1)c1cc2c(s1)CCCCC2	-1.4	5	1	11%	12	-1.1	8	0	15
Cc1cc(NC(=O)C2=C(O)c3ccccc3S(=O)(=O)N2C)no1	-2.7	·	-1	4%	-3	0.0	-1	-23	-9
Cc1ccc2c(c1)CCCN2C(=O)Nc1ccc2c(c1)OCO2	-0.5	5	0	2%	1	0.3	1	8	17
CCOc1ccc(NC(=O)CN2CCN(CC(=O)c3ccc(OC)c(OC)c3)CC2)cc1	-4.7	0	1	1%	19	0.5	-7	-1	-21
Cc1sc2ncn(CCn3cnc4sc(C)c(C)c4c3=O)c(=O)c2c1C	-1.7	-11	-4	7%	4	0.7	-4	18	-11
Cc1nc(-c2ccc(S(=O)(=O)N3CCCCCC3)cc2)cs1	-3.9	-5	4	7%	9	-0.3	5	3	23
CCOC(=O)CSc1nnc(CNC(=O)c2cccs2)n1Cc1ccccc1	0.4	-13	-1	6%	0	-0.3	-2	-11	-2
Cc1ccc(-n2c(N)c(C(=O)N3CCN(C)CC3)sc2=S)cc1	-1.4	1	7	6%	1	-1.0	6	-6	6
CC1CCCCN1C(=O)CSc1nc2cc3c(cc2c(=O)n1Cc1ccc2c(c1)OCO2)OCO3 (centres undefined)	0.1	6	5	4%	4	-1.4	1	7	-10
COCc1cc(C)nc(SCC(=O)Nc2ccc3c(c2)OCO3)c1C#N	0.5	4	6	0%	-8	-0.7	13	16	-6
Cc1cccc(-n2ncc3c(NCCN4CCOCC4)ncnc32)c1	-0.5	·	-8	6%	31	-0.8	3	1	2
CCc1c(C)nc(N2CCN(Cc3ccccc3)CC2)[nH]c1=O	-1.0	-5	-8	2%	-12	-0.1	-5	-13	20
CCOc1cc(C(=O)Nc2cc(C)on2)cc(OCC)c1OCC	-2.2	-8	-1	0%	-1	0.4	-8	-1	-9
COc1ccccc1CNC(=O)C1CCCN1S(=O)(=O)c1cccc2cccnc12 (centres undefined)	-2.2	13	-1	2%	0	-0.1	8	-4	-25

Pulled one by one from above:
SMILES	5HT1a ag	5HT1a antag	MMP13 inh	NADH enzymes	SF-1 act	5HT1E ag	5HT1E antag	Ecoli tolC	RORa activator
CCOC(=O)CSc1nnc(CNC(=O)c2cccs2)n1Cc1ccccc1	0.4	-13	-1	6%	0	-0.3	-2	-11	-2
O=C(CSc1nnc(-c2ccco2)o1)c1ccccc1	-5.5	2	2	2%	12	-1.2	4	3	14
Cc1cccc(-n2ncc3c(NCCN4CCOCC4)ncnc32)c1	-0.5	·	-8	6%	31	-0.8	3	1	2

The results go on:
SMILES	5HT1a ag	5HT1a antag	MMP13 inh	NADH enzymes	SF-1 act	5HT1E ag	5HT1E antag	Ecoli tolC	RORa activator
COc1ccc(NCc2cc3ccccc3[nH]c2=O)cc1	2.2	·	-13	5%	-2	-0.6	25	22	-6
Cc1cccc2cc(COC(=O)C3CCCCC3)c(=O)[nH]c12	-1.0	-4	4	1%	-6	-1.3	5	8	-23
COc1ccc(N2CCN(Cc3cc(=O)oc4ccc(Cl)cc34)CC2)cc1	-2.6	14	2	8%	-6	-1.3	-5	-9	10
COc1cccc(/C=N/n2c(C)c3c(C)nnc(C)c3c2C)c1O	-2.3	3	-1	4%	-3	0.3	7	-5	-15
Cn1c(=O)c2c(nc(NCCCO)n2C/C=C/c2ccccc2)n(C)c1=O	0.4	-12	3	3%	-2	1.0	-1	-10	20
Cc1sc2nc(CN3CCCC3)nc(N3CCN(S(=O)(=O)c4cccs4)CC3)c2c1C	1.6	-6	4	5%	-10	2.4	-1	14	12
O=C(COC(=O)CCC(=O)c1ccc2c(c1)OCCO2)NCc1ccc2c(c1)OCO2	-3.1	-4	-6	7%	12	-0.5	-17	13	-20
CCN(CC)S(=O)(=O)c1cccc(-c2nnc(SCCOc3ccc(Cl)cc3)o2)c1	-0.3	18	2	2%	-15	-0.4	-2	13	-26
CC1(C)Cc2ccccc2-c2nnc(SCC(=O)Nc3nc4ccccc4s3)n21	3.5	-24	3	4%	-13	0.1	-24	10	-4
CCCNS(=O)(=O)c1ccc(C(=O)NCC2CCCO2)cc1 (centres undefined)	-2.7	9	3	1%	-1	-0.5	-6	-10	12

Complete entries from above.
Cc1cccc2cc(COC(=O)C3CCCCC3)c(=O)[nH]c12 is listed with 5HT1a ag = -1.0; 5HT1a antag = -4; MMP13 inh = 4; NADH enzymes = 1%; SF-1 act = -6; 5HT1E ag = -1.3; 5HT1E antag = 5; Ecoli tolC = 8; RORa activator = -23
Cc1sc2nc(CN3CCCC3)nc(N3CCN(S(=O)(=O)c4cccs4)CC3)c2c1C is listed with 5HT1a ag = 1.6; 5HT1a antag = -6; MMP13 inh = 4; NADH enzymes = 5%; SF-1 act = -10; 5HT1E ag = 2.4; 5HT1E antag = -1; Ecoli tolC = 14; RORa activator = 12
COc1cccc(/C=N/n2c(C)c3c(C)nnc(C)c3c2C)c1O is listed with 5HT1a ag = -2.3; 5HT1a antag = 3; MMP13 inh = -1; NADH enzymes = 4%; SF-1 act = -3; 5HT1E ag = 0.3; 5HT1E antag = 7; Ecoli tolC = -5; RORa activator = -15

More compounds follow:
SMILES	5HT1a ag	5HT1a antag	MMP13 inh	NADH enzymes	SF-1 act	5HT1E ag	5HT1E antag	Ecoli tolC	RORa activator
O=S(=O)(Cc1ccccc1)N1CCCC(c2nc(-c3ccc(F)cc3)no2)C1 (centres undefined)	-1.5	-3	3	3%	-12	-0.5	2	-16	-24
Cc1cc(Nc2ccc(Br)cc2)n2nc(C)nc2n1	3.2	-1	-2	5%	-4	0.9	-10	-2	2
Cc1cc(C)cc(NC(=O)CCN2CC(C)OC(C)C2)c1 (centres undefined)	-1.4	7	0	2%	-18	0.4	-5	-6	8
Nc1nonc1-c1nc2ccccc2n1Cc1ccc(F)cc1	-0.2	48*	5	6%	1	-0.8	9	-9	0
CC(=O)Nc1cccc(NS(=O)(=O)c2cccc3nsnc23)c1	-2.0	-1	2	5%	-6	-0.5	-15	-12	-9
Cc1nn(-c2ccccc2)c2sc(C(=O)N(Cc3ccco3)C(C)C(=O)NC(C)(C)C)cc12 (centres undefined)	2.1	22	1	3%	19	-1.5	16	0	-14
CCn1c(C(=O)N2CCC(C(=O)NCCCSC3CCCCC3)CC2)cc2sccc21	2.4	-2	6	3%	1	-0.4	4	84*	-6
O=C(NC1CCCC1)C(c1ccccc1F)N(C(=O)c1ccco1)C1CCCC1 (centres undefined)	0.0	28	10	7%	-10	-0.6	-8	22	7
CCc1ccc(NC(=O)CSc2nc3c(c(=O)n(C)c(=O)n3C)n2C)cc1	0.6	-10	3	4%	-6	3.5	6	11	6
O=C(c1ccc(COc2c(F)c(F)c(F)c(F)c2F)o1)N1CCOCC1	0.7	29	1	5%	0	0.7	8	-7	-9
Cc1ccc(SCCNS(=O)(=O)c2ccc3c(c2)OCCO3)cc1	-1.0	-6	0	3%	4	0.3	-5	74*	6
CN(C)S(=O)(=O)c1ccc2c(c1)c(=O)c(C(=O)NCCCN1CCCCCC1)cn2C	-0.7	10	-5	3%	10	0.0	10	-12	1
CCOCC(=O)Nc1nnc(C2CCCCC2)s1	0.8	8	4	6%	20	-0.6	-5	-6	50*
CCCCC(CC)CNC(=O)c1ccc2c(c1)OCO2 (centres undefined)	-0.3	3	1	8%	5	0.1	4	18	-10
O=C(O)C1C2C=CC(C2)C1C(=O)NCc1ccc2c(c1)OCO2 (centres undefined)	1.2	-7	9	2%	-7	-0.3	0	-5	14
COc1ccc(S(=O)(=O)N2CCC(C(=O)Nc3c(F)cccc3F)CC2)cc1	2.6	11	-5	2%	5	0.0	-6	-13	1
Cc1c(NC(=O)c2cnn3cccnc23)c(=O)n(-c2ccccc2)n1C	0.1	-1	1	3%	-14	-0.6	-2	-14	-2
CC1CCN(C(=O)C2Cc3ccccc3CN2S(=O)(=O)c2ccc(F)cc2)CC1 (centres undefined)	2.0	-3	-4	10%	6	-0.1	3	29	-14
CCOc1ccc(-c2cc(CCCC(=O)N3CCN(c4ccc(OC)cc4)CC3)no2)cc1	-1.3	-7	0	3%	-27	1.4	1	6	-38
CCOC(=O)C1CCN(S(=O)(=O)c2cc(Br)cc3c2N(C(C)=O)C(C)C3)CC1 (centres undefined)	-0.6	-6	9	5%	-1	-0.6	6	19	-8
Cn1c(SCC(=O)N2CCN(c3cccc(Cl)c3)CC2)nnc1-c1ccncc1	0.2	-6	-10	1%	-2	0.5	-2	-15	5
CN1C(=O)c2ccc(S(=O)(=O)c3ccc(C(=O)O)cc3)cc2C1=O	0.4	2	0	8%	17	-0.3	4	-17	-4
CC1CN(c2oc(Cc3cccc4ccccc34)nc2C#N)CC(C)O1 (centres undefined)	1.8	12	-6	11%	-15	-1.2	18	52	0
Cc1noc(C)c1COc1cccc(C(=O)Oc2ccc3c(c2)OCO3)c1	-3.4	21	-1	2%	-16	-1.1	16	41	-22
N#Cc1ccc(C(c2nnnn2CCc2ccccc2)N2CCCCCC2)cc1 (centres undefined)	0.2	33	-2	7%	-8	-0.1	8	32	-12
O=C(O)CSc1nnc(C2COc3ccccc3O2)n1-c1ccccc1 (centres undefined)	-1.8	10	2	1%	0	-0.5	-12	-9	1
CC(=O)c1cccc(N=C2NC(=O)C(CO)(CO)S2)c1	0.5	·	1	2%	-2	-0.3	-7	12	6
O=C(CCN1CCc2ccccc2CC1)c1ccc2c(c1)OCCO2	-0.1	·	0	3%	-22	2.3	10	6	-30
CCC(C)c1ccccc1NC(=O)c1cccnc1 (centres undefined)	0.1	-6	4	11%	-8	0.0	7	1	-1

Entries listed so far that bear a hit mark in 5HT1E ag.
SMILES	5HT1a ag	5HT1a antag	MMP13 inh	NADH enzymes	5HT1E ag	5HT1E antag
C[N+]1=C2CCCCCN2C(O)(c2ccccc2)C1 (centres undefined)	20*	-2	-6	5%	51*	-3

Screening results from PubChem.
